DAX1 inh-1 – DAX1 (NR0B1) inhibitors, primary screen, cell-based, HEK293, Gal4-DAX1, luciferase luminescence; inhibition, % at 6.75 µM; actives 0.99% (n = 340,000); AID 504766, 2011; HEK293 Gal4-DAX1 luciferase reporter;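 active = inhibition above the mean over all tested compounds plus 3 SD, cut at about 4.2% in these data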;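 also: 0% = DAX1-transfected cells with DMSO and 100% = empty-vector control cells with DMSO; inhibition shows as a rise in luminescence from relieved DAX1 repression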
Target sequence (P51843 207-470 limits assumed): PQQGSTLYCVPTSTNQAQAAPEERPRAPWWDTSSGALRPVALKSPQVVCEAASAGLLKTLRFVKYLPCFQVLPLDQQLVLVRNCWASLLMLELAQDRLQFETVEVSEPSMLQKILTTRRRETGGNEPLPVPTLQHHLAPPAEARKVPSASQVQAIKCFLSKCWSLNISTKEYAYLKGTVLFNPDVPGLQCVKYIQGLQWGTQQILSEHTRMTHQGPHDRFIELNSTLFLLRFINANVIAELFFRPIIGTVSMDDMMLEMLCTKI
GC-A act – GC-A stimulated cGMP production enhancers – HEK293 GC-A cells, cGMP TR-FRET, EC30 ANP, primary screen; Atrial natriuretic peptide receptor 1 (Homo sapiens), P16066; 0% at EC30 ANP, 100% saturating ANP; activation, % at 10 µM; actives 0.14% (n = 370,000); in the data active = activation above about 40%
ADAM17 inh – ADAM17 inhibitors, primary screen, biochemical, QFRET; Disintegrin and metalloproteinase domain-containing protein 17 (Homo sapiens), P78536; inhibition, % at 6.95 µM; actives 0.83% (n = 370,000); recombinant ADAM17, EDANS/DABCYL FRET peptide cleavage;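 active = inhibition above the mean of compounds lying between control limits plus 3 SD, set per campaign, cut at about 8.5% in these data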;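 also: 0% = DMSO-only wells as the low control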
Target sequence (P78536 215-824 limits assumed): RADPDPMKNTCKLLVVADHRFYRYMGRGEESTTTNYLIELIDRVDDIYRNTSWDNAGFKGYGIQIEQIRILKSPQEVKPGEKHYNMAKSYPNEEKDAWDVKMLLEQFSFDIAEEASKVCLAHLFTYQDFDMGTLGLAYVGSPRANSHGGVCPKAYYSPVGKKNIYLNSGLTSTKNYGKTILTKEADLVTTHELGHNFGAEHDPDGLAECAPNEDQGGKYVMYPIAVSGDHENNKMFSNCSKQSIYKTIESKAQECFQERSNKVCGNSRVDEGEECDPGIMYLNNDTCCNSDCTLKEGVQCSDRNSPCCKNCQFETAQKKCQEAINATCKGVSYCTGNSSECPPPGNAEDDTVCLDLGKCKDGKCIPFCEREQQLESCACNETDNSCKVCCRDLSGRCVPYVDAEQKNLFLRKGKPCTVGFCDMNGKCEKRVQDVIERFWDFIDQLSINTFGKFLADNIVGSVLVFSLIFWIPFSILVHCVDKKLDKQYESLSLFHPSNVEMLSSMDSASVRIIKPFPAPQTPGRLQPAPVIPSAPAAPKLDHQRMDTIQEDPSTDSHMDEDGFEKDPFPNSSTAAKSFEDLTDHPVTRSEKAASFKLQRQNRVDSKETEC
ADAM10 inh – human ADAM10 inhibitors, primary screen, biochemical, QFRET, HTS; inhibition, % at 7 µM; Disintegrin and metalloproteinase domain-containing protein 10 (Homo sapiens), O14672; recombinant ADAM10, EDANS/DABCYL FRET peptide cleavage, 3 h; actives 0.62% (n = 370,000);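 active = inhibition above a per-campaign cutoff equal to the mean of compounds falling between control-based bounds plus 3 SD, cut at about 20% in these data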;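 also: 0% = DMSO wells while the 100% control is not disclosed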
hcDAF-12 act – H. contortus DAF-12 nuclear receptor activators, primary screen, cell-based, luminescence, HEK293, lit1-tk-luc reporter; HEK293 hcDAF-12 lit1-tk-luc reporter; 0% DMSO, 100% Δ7-dafachronic acid; activation, % at 6.8 µM; actives 1.4% (n = 370,000); AID 652067, 2013;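 active = activation above the mean of all tested compounds plus 3 SD, cut at about 5.5% in these data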;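 also: 100% = response to 3 µM Δ7-dafachronic acid high control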
hgDAF-12 ag – H. glycines DAF-12 receptor agonists, primary screen, cell-based, luminescence, HEK293, GAL4 fusion, UAS-luciferase. activation, % at 6.8 µM. AID 687014, 2013. actives 1.8% (n = 370,000). Nuclear hormone receptor DAF-12 (Heterodera glycines), GAL4 fusion. HEK293 GAL4-hgDAF12 UAS-luciferase reporter, agonist luminescence; normalized to butyrate control;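 active = activation above a cutoff set at the mean of all screened compounds plus 3 SD, cut at about 10% in these data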;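 also: 0% = DMSO wells and 100% = sodium butyrate wells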
SMARCA2 activ – SMARCA2 (BRM) function activators, primary screen, cell-based, luminescence, high throughput. actives 1% (n = 370,000). MG213 cells, MMTV-luciferase reporter, dexamethasone, overnight. activation, % at 9.1 µM; in the data active = activation above about 7.8%;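 also: 0% = vehicle wells and 100% = reference activator wells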
PG9 Ab binder – binders of HIV-1 gp120 antibody PG9, primary screen, biochemical, TR-FRET | TR-FRET gp120-PG9 antibody binding | AID 624416, 2012 | HIV-1 gp120 / PG9 antibody interaction | actives 0.43% (n = 360,000) | inhibition, % at 6.7 µM; in the data active = inhibition above about 8.5%
ssDAF-12 act – S. stercoralis DAF-12 nuclear receptor activators, primary screen, cell-based, luminescence, HEK293, GRIP1 co-expression, lit1-tk-luc | Nuclear hormone receptor DAF-12 (Strongyloides stercoralis) | AID 652126, 2013 | HEK293 ssDAF-12/GRIP1 lit1-tk-luc reporter; % of 3 µM dafachronic acid response | actives 1% (n = 370,000) | activation, % at 6.8 µM;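 active = activation above the mean over all tested compounds plus 3 SD, cut at about 0.9% in these data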;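 also: 0% = DMSO-only wells and 100% = 3 µM delta7-dafachronic acid wells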
DAX1 inh-2 – DAX1 (NR0B1) inhibitors on StAR promoter, primary screen, cell-based, luminescence, SF-1 (NR5A1), full-length DAX-1 | HEK293T StAR-luciferase reporter, SF-1/DAX-1 repression relief | inhibition, % at 6.8 µM | AID 652010, 2013 | actives 1.1% (n = 370,000);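 active = inhibition above the mean over all tested compounds plus 3 SD, cut at about 3.6% in these data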;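 also: 0% = DAX-1 cells with DMSO and 100% = cells lacking DAX-1 with DMSO; higher inhibition means more luminescence from relief of DAX-1 repression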
FXN GAA850 act – FXN promoter activators, primary screen, cell-based, luciferase luminescence, HEK293 lucGAA850 | HEK293 lucGAA850 FXN promoter luciferase reporter, 24 h; percent of 10 µM SAHA response | activation, % at 6 µM | actives 0.56% (n = 360,000) | AID 540364, 2011;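 active = activation above the average of all compounds screened plus 3 SD, cutoff fixed separately per campaign, cut at about 7.5% in these data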;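 also: 0% = DMSO wells and 100% = 10 µM SAHA wells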
Active calls of the source: *; i = inactive; / = not tested or not shown; & = joins results of further samples. This is a random part of the collection; overall some 6.8% were active at least once.

SMILES	DAX1 inh-1	GC-A act	ADAM17 inh	ADAM10 inh	hcDAF-12 act	hgDAF-12 ag	SMARCA2 activ	PG9 Ab binder	ssDAF-12 act	DAX1 inh-2	FXN GAA850 act
CC(=O)N1CCc2c(sc(NC(=O)C3CCCN3S(=O)(=O)c3cccs3)c2C(N)=O)C1 (stereo not given)	0.6	3.0	-26.4	-93.9	1.3	0.5	0.1	1.5	-0.9	-0.7	1.3
O=C(NC1(C(F)(F)F)NC(=O)N(c2ccccc2)C1=O)c1cccs1 (stereo not given)	4.1	-1.1	-3.5	-5.6	-1.4	-0.7	-2.0	0.3	-1.7	0.1	-0.4
CCOC(=O)c1cc2c(=O)n3cccc(C)c3nc2n(Cc2ccco2)c1=NC(=O)c1ccccc1	0.8&-0.4	-0.5&6.8	i	i	-0.1&-0.3	2.4&-1.6	-1.6&-1.6	3.9&0.5	-0.9&-1.2	-0.5&0.4	2.5&1.9
Cc1ccc(Nc2c([N+](=O)[O-])cc(C(=O)N3CC(=O)Nc4ccccc43)cc2[N+](=O)[O-])c(C)c1	-0.4	-10.1	3.0	20.4*	-0.4	0.7	-0.4	0.6	-1.4	-0.6	4.5
CC(Sc1ncccn1)C(=O)NC1(C#N)CCCCC1 (stereo not given)	-0.4	1.6	-2.3	-9.2	-0.9	1.4	-0.1	-0.8	-1.3	0.0	0.6
COc1cc(CNc2nccn3ccnc23)cc(OC)c1	/	-2.6	-4.0	-12.2	0.8	-0.3	-0.6	-0.8	-0.8	0.1	-0.6
Cc1ccc(SC[C@H](Cc2ccccc2)N2CCN(CC(C)C)CCC2=O)cc1	-0.7	-0.8	0.1	2.8	0.2	0.1	1.9	2.4	-1.1	0.7	-1.5
COc1ccc(Cl)cc1-c1n[nH]c(=S)n1C	0.4	-2.5	-0.8	-12.9	0.8	2.7	-1.4	2.8	-0.3	-0.7	1.6
CN(C)/C=C1\Cc2ccccc2C1=O	4.1	4.1	-0.5	-4.5	2.5	-2.3	-0.7	-1.0	-1.1	-0.6	0.5
O=C(NCC(=O)N1CCN(Cc2ccccc2)CC1)c1ccc(Br)o1	-0.3	-4.5	5.6	1.0	0.2	0.1	-1.1	-1.3	-1.0	3.3	0.8
Cc1cn([C@H]2C[C@H](O)[C@@H](/C=C/C(=O)NCCc3cccnc3)O2)c(=O)[nH]c1=O	/	-3.5	1.8	-1.6	1.1	-1.4	-2.7	-2.0	-1.2	0.8	/
COc1ccc(CNC(=S)Nc2ccc(OC)cc2)cc1	-1.0	6.5	0.3	-5.3	-2.5	1.1	-3.4	0.3	0.5	0.2	2.8
COc1cc(CNCCN(C)C)c(Br)cc1OCC(=O)NCc1ccccc1	-0.9	3.4	-3.6	-1.8	1.2	0.5	-3.1	-0.8	-1.1	-0.3	1.1
CC[C@@](C)(NS(=O)(=O)OCC(Cl)(Cl)Cl)c1ccccc1	0.5	2.0	-1.4	12.0	0.3	1.4	0.1	-0.8	-0.6	-0.4	1.7
CCC(=O)NCCc1nc2cc(NC(=O)c3ccccc3OC)ccc2n1C	2.4	1.9	-0.5	8.6	-2.4	3.1	7.2	-1.0	-0.7	1.4	3.2
O=C(c1ccco1)N1CCN=C1SCc1ccc(F)cc1	-0.9	0.5	-3.5	4.3	-7.1	-12.6	-0.5	1.4	-3.0	-3.2	-0.4
CCCCN(C=O)c1c(CC)nc2c(OCC(=O)N3CCOCC3)cccn12	/	2.5	-0.6	-3.2	-0.4	0.2	2.0	-0.3	-1.3	0.3	-0.3
COc1cccc(-c2nnc(SCC(=O)Nc3ccc(S(N)(=O)=O)cc3)n2C)c1	0.3	-1.0	-1.6	-4.6	-1.4	-2.6	-1.3	0.0	-1.4	-0.6	-1.4
O=S(=O)(NCc1ccccc1)c1ccc(S(=O)(=O)N(Cc2ccccn2)C2CCCC2)cc1	-0.2	-3.3	3.2	12.1	-1.5	0.2	-3.9	2.3	-1.1	0.5	-3.9
Cc1c(NC(=O)c2cc(-c3ccc(F)cc3)on2)c(=O)n(-c2ccccc2)n1C	-0.5	14.6	-2.5	-4.7	0.1	0.2	-2.0	-1.0	-0.7	0.1	0.2
Cc1ccc(-n2c(SCC(=O)Nc3ccccc3-c3ccccc3)nnc2-c2cccs2)cc1	/	-11.9	5.5	13.6	-0.2	-1.0	4.7	/	-1.5	-0.5	/
CCOc1ccccc1OCC(=O)Nc1ccc(Cl)cc1Cl	-1.0	-8.3	-3.8	-7.8	0.3	-0.5	-2.9	2.4	-1.1	0.7	0.2
COc1ccc(OC)c(C2CC(=O)C3=C(C2)NC(=O)CC3c2ccc(O)c(OC)c2)c1 (stereo not given)	0.0	-4.9	-0.9	-7.7	-2.7	-1.7	-0.4	-3.5	-1.3	-0.7	1.1
CCO[C@@H]1OC(C(=O)N2CCOCC2)=C[C@H](c2ccccc2)[C@H]1CCCO	-0.5	1.0	-0.8	-3.1	-0.6	-1.1	0.8	-1.1	-0.8	-0.1	-1.3
CCN(CC1CCCO1)C(=O)c1cc(COc2ccccc2SC)on1 (stereo not given)	0.2	1.4	-3.2	2.5	-0.4	3.5	3.6	-1.2	0.5	-0.7	3.4
SMILES	DAX1 inh-1	GC-A act	ADAM17 inh	ADAM10 inh	hcDAF-12 act	hgDAF-12 ag	SMARCA2 activ	PG9 Ab binder	ssDAF-12 act	DAX1 inh-2	FXN GAA850 act
Cn1c(=O)c2c(nc(Oc3ccc4c(c3)OCO4)n2Cc2ccc(F)cc2)n(C)c1=O	-0.4	-2.9	-0.4	-0.1	0.6	3.3	0.9	-2.0	-1.1	0.4	0.9
COc1ccc(C2=Nc3ccccc3N(C(=O)c3ccc(C)cc3)C2C(=O)Nc2c(C)cccc2C)cc1 (stereo not given)	/	-0.5	-3.1	-5.4	-0.1	1.7	-0.7	2.1	-1.1	0.3	/
COc1ccc(NC(=O)CN2C(=O)NC3(CCCC3)C2=O)c(OC)c1	-0.2	1.8	-1.8	-0.2	-1.5	-0.3	-2.0	-0.3	-0.6	0.0	1.1
COc1cc(CN2CCC(C(=O)N3CCN(c4ccccc4F)CC3)CC2)ccc1O	0.1	4.0	1.2	-4.3	-1.2	-0.2	-1.3	0.5	-1.4	-0.2	-0.8
Cc1cccc(N(Cc2ccccc2F)S(C)(=O)=O)c1	-0.5	-3.7	-1.8	-0.2	-1.4	0.1	-0.3	0.1	-0.7	-0.4	1.0
COc1cc(C(=O)N(C)CCOc2ccccc2)ccc1OCC(=O)Nc1cccc(C(F)(F)F)c1	-1.0	-0.5	5.0	9.9	-4.3	-6.5	-3.7	-0.9	-2.1	-6.8	-2.4
COc1ccccc1N1CCN(S(=O)(=O)c2ccc3c(c2)NC(=O)CS3)CC1	0.2	-13.8	2.0	6.1	-0.2	-3.5	-1.6	0.0	-0.6	-0.4	-1.2
CN(C)C(=O)C1(c2ccccc2)CCN(S(=O)(=O)c2ccccc2)CC1	1.1	-2.9	-2.1	2.2	0.2	1.6	-1.3	-0.9	-1.4	-0.3	1.2
CC(C)CCNC(=O)NC(=O)COc1ncnc2sccc12	0.1	2.6	-1.6	-4.6	0.8	1.1	0.8	-1.1	-0.6	0.0	1.6
COC(=O)/C(=C/c1ccccc1)NC(=O)c1ccco1	0.1	-0.9	-2.1	2.8	-0.2	0.2	-5.0	-0.2	-0.1	-0.4	1.3
COc1cc(C(=S)N2CCN(C(c3ccccc3)c3ccccc3)CC2)cc(OC)c1O	1.9	-4.4	5.9	4.6	-1.1	-3.1	-1.8	-0.7	-1.4	-0.3	1.8
COc1cc(OC)cc(C(=O)Nc2c(C)nn(-c3ccccc3)c2C)c1	0.8	1.1	-1.4	0.2	-0.3	-3.4	-0.6	-1.1	-1.9	0.0	0.6
O=C(NCCOc1ccccc1Cl)C(=O)c1c[nH]c2ccccc12	-0.9	1.2	6.1	17.1	3.8	2.0	-2.2	-2.1	-0.5	-0.6	2.2
CC1CCN(C(=O)c2ccc(SCc3ccccc3F)c([N+](=O)[O-])c2)CC1	0.8	5.9	2.0	1.6	1.1	-2.2	-0.3	-1.5	-1.0	0.4	1.4
O=C(COC(=O)c1cccc(Br)c1)Nc1cccc(S(=O)(=O)N2CCCCC2)c1	3.5	3.7	6.2	19.5	-2.0	-2.0	0.6	0.3	-1.2	-2.0	0.2
NC(=O)c1cc(C(=O)Cc2ccccc2)c[nH]1	-0.6	1.7	-5.6	-4.5	1.9	-0.5	1.9	1.3	-1.6	-0.1	2.5
Cc1ccccc1C(=O)N1CCCC(N2CCN(Cc3ccc4c(c3)OCO4)CC2)C1 (stereo not given)	0.3	2.6	-1.3	-12.5	-1.8	-1.9	-2.4	-2.3	-1.2	-2.0	-1.0
CCN1CCN(C(CNS(=O)(=O)c2ccc(C)cc2)c2cccnc2)CC1 (stereo not given)	0.2	2.3	0.2	-0.6	1.4	-1.5	0.2	-1.3	-0.9	1.3	2.8
C=C(C)[C@@H]1CCC2(C(=O)O)CC[C@]3(C)[C@H](CC[C@@H]4[C@@]5(C)CCC(=O)C(C)(C)[C@@H]5CC[C@]43C)[C@@H]12 (stereo not given in full)	-0.2	-1.6	-2.4	-5.3	-0.8	-0.8	-0.1	-0.2	-1.1	-0.1	0.6
O=C(c1[nH]c(C(F)(F)F)nc1-c1ccccc1)N1CCN(c2c(Cl)cncc2Cl)CC1	/	1.0	-1.7	-3.2	-0.8	-1.2	-3.4	0.2	-0.7	-0.5	/
O=C(O)c1cc(-c2ccc(/C=C3\NC(=O)N(c4ccccc4)C3=O)o2)ccc1Cl	-1.2	-3.8	-3.1	-3.3	-0.3	0.4	-2.0	-3.1	-1.0	0.3	0.5
O=C(CNCCO)Nc1ccc(F)c(Cl)c1	-0.9	-0.9	-2.5	-2.5	0.3	3.2	-1.9	0.8	-1.5	0.0	-2.3
CC(=O)c1ccc(S(=O)(=O)NCC(=O)NC(c2nc3ccccc3[nH]2)C(C)C)cc1 (stereo not given)	0.3	-2.2	-3.0	-17.1	-0.1	1.2	6.4	-1.6	-0.8	2.6	0.9

Screens from PubChem BioAssay.
